HMGR II inh – blocks class II HMG-CoA reductase of Enterococcus faecalis; inhibition, % at 10 µM; AID 1066; purified E. faecalis HMGR, NADPH absorbance 340 nm kinetic; 0.41% of 190,000 active;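 active means inhibition above a set limit, the median over all tested compounds plus 3 SD, cut at about 9.5% in these data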;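 further: enzyme runs in reverse so mevalonate oxidation gives rising NADPH absorbance; 0% = complete reaction with DMSO and 100% = background rate lacking mevalonate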
G6PDH counter – counter-screen for G6PDH assay hits: L. mesenteroides G6PDH inhibition. Purified L. mesenteroides G6PDH, diaphorase/resazurin coupled fluorescence, 45 min. inhibition, % at 5 µM. 0.12% of 200,000 active; in the data active means inhibition above about 50%
TNAP act hi DEA – TNAP (human) activation, high acceptor. P05186. 200,000 tested, under 10 active. purified TNAP, CDP-star luminescence, 1 M DEA, 30 min; hits give high values; 0 = EDTA background, 1 = DMSO-only activity. activation factor at 20 µM;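 active means activation factor at least 2 at 20 µM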
Target sequence (P05186 whole entry, looked up): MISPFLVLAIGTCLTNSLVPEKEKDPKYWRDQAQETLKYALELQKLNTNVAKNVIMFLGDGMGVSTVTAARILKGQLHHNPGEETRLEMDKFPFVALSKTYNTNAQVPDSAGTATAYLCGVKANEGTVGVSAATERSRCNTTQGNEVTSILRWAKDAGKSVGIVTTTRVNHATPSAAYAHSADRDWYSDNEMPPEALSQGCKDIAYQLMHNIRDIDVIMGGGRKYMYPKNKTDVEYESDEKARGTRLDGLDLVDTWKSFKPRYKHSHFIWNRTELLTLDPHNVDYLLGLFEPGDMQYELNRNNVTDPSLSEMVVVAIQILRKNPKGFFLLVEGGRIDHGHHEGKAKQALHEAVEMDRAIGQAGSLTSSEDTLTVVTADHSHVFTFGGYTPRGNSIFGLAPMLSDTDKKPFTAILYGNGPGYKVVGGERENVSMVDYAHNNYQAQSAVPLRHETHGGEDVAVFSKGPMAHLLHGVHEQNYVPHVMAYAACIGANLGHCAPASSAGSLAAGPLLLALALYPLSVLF
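Control set: EDTA negative control, DMSO positive control / Assay system: human TNAP / Quantity: TNAP 1/800 final / Evaluation: TNAP activation factor scaled between EDTA and DMSO control wells / Measured by: luminescent substrate turnover signal / Compound dosing: one dose, 20 µM / Times: 30 min enzyme reaction at room temperature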
Diaph inh CS – inhibits diaphorase or chemically oxidizes, flagging diaphorase assay artifacts; diaphorase resazurin-to-resorufin fluorescence, NADH, 16 min; bacterial (C. kluyveri) enzyme, not human; inhibition, % at 20 µM; 0.69% of 190,000 active; AID 1217;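 active means primary screen inhibition at 20 µM above a set limit, cut at about 50% in these data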;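 further: plate controls were DMSO with full reaction for no effect and wells lacking NADH for full effect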
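Benchmarks: positive control wells lacking NADH, neutral wells with DMSO only. System: bacterial diaphorase enzyme (C. kluyveri). Input: 0.14 U/mL diaphorase, enzyme working solution. Detection: resorufin fluorescence, excitation 544 nm, emission 590 nm. Times: 16-min room-temperature incubation before reading.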
FLuc stim CS – firefly luciferase counter-screen for stimulation assays | 200,000 tested, under 10 active | P08659 | ATPlite luciferase biochemical, luminescence, 10 min; 0 = ATP-free wells, 1 = DMSO control | activation factor at 10 µM | AID 1027;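 active means luciferase activation factor, scaled between plate controls, of at least 2 with compound at 10 µM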
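Material: luciferase plus luciferin reagent, cell-free. Medium: PBS buffer for ATP. Also added: ATP substrate, dispensed from a 10.24 µM working solution in PBS. Doses: test compounds dosed from 2 mM stocks in 100% DMSO. Incubation: 10 min post-reagent at room temperature. Technique: light output (luminescence). Read-out basis: luminescence gain marking luciferase activators.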
TNAP inh noacc – TNAP (human) inhibition, acceptor-free conditions. purified TNAP, CDP-star luminescence, 30 min. inhibition, % at 20 µM. 0.26% of 200,000 active. AID 1012. P05186;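 active means tissue-nonspecific alkaline phosphatase inhibition above about 50% at 20 µM in the single-dose screen, limit read from the data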;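 further: 0% = DMSO negative control and 100% = EDTA positive control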
Diaphorase act – diaphorase activation or chemical reduction counter-screen | Diaphorase/resazurin coupled assay, resorufin fluorescence, 16 min; hits give high values; 1 = vehicle wells, 0 = NADH-free wells | 0.005% of 190,000 active | activation factor at 20 µM | AID 1229;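 active means diaphorase activity raised at least twofold by the compound at 20 µM; inactive means activation factor below 2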
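Test system: Clostridium kluyveri diaphorase, purified enzyme; input: enzyme 0.07 U/mL final; buffer or medium: 50 mM HEPES pH 7.4 with 4.542 mM MgCl2, 0.005% Tween 20; also added: 0.114 mM NADH and 0.1 mM resazurin, final amounts; schedule: 16 min enzyme reaction, ambient temperature; technique: fluorescence of resorufin, 544 nm excitation, 590 nm emission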
TNAP inh hi DEA – inhibitors of human TNAP at high phosphate acceptor concentration. P05186. purified TNAP, CDP-star luminescence, 1 M DEA. inhibition, % at 20 µM. 0.03% of 200,000 active;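 active means over 50% inhibition of tissue-nonspecific alkaline phosphatase at 20 µM in the single-dose screen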;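 further: plate controls were DMSO wells for no effect and EDTA-quenched wells as full inhibition for full effect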
PMI act satM6P – activators of human phosphomannose isomerase at near-saturating mannose 6-phosphate | AID 1216 | P34949 | coupled PMI enzyme assay, resazurin fluorescence, 20 min; hits give high values; 1 = untreated enzyme, 0 = substrate-free blank | activation factor at 20 µM | 0.34% of 190,000 active;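 active means activation factor of 2 or more at 20 µM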
Target sequence (P34949 whole entry, looked up): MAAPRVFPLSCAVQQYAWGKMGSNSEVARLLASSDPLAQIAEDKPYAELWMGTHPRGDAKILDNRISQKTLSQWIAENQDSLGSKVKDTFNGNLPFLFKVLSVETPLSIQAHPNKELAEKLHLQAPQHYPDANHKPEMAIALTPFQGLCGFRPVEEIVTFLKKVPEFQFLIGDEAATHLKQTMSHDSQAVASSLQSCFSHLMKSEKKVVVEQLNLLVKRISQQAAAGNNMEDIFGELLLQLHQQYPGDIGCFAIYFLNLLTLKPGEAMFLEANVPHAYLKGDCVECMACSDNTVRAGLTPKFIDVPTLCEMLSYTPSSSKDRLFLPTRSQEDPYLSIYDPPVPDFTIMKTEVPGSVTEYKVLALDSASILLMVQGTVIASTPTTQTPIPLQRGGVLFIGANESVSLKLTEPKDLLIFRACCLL
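Material: human phosphomannose isomerase with PGI, G6PDH, diaphorase coupling enzymes; amount: PMI at 15 ng/mL final; also added: Mannose-6-phosphate 1.0 mM (near-saturating) plus 0.22 mM NADP+; incubation: enzyme reaction with compound 20 min at room temperature; signal: resorufin fluorescence (Ex 544/Em 590 nm) from resazurin via diaphorase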
PMI act – phosphomannose isomerase (human) activation; P34949; purified human PMI, coupled resazurin fluorescence, 20 min; hits give high values; 1 = vehicle control, 0 substrate-free wells; activation factor at 20 µM; 0.005% of 190,000 active;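 active means activation factor of 2 or more at 20 µM, relative to plate controls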
* hit, by the source's call; . = not tested or not shown.

Start of the data: the first 15 compounds as a preview:
SMILES	HMGR II inh	G6PDH counter	TNAP act hi DEA	Diaph inh CS	FLuc stim CS	TNAP inh noacc	Diaphorase act	TNAP inh hi DEA	PMI act satM6P	PMI act
C=CCn1c(C)c(C(C)=O)c(N2CCCC2)nc1=S	-17	4	1	56*	1.1	-13	0.4	-4	0.8	0.9
O=C(Cc1ccccc1F)Nc1cccc2cccnc12	-6	11	1.1	18	1	-4	0.8	-5	1	1
Cc1ccccc1N1CCN(CCCOc2ccc3c(C)cc(=O)oc3c2)CC1	-9	2	1	13	1	2	0.9	0	0.9	0.9
O=C(c1ccccc1)c1ccc2nc(-c3ccco3)c(-c3ccco3)nc2c1	-1	21	0.9	74*	0.5	2	0.3	14	1.1	1.4
O=C1CCC(=O)N1c1ccc(CSc2nnnn2C2CCCCC2)cc1	-4	8	1	-1	1	-9	1	-2	1	1
O=C(Nc1ccc(NC(=O)c2cc([N+](=O)[O-])ccc2N2CCOCC2)cc1)c1cccs1	-4	-2	1	14	1	-14	0.9	-2	1.2	1.3
Cc1ccc(NC(=O)OCCN2CCN(Cc3ccccc3)CCC2=O)cc1	1	11	1	5	1	-8	0.9	-4	0.9	1
Cc1cc(/C=N/NC(=O)Cn2c3ccccc3c(=O)c3ccccc32)c(C)n1-c1ccc(Cl)cc1	7	-14	1	19	1	-12	0.8	-2	0.9	0.9
CC(C)(C)c1cc2cccnc2n1Cc1ccccc1	-7	7	1	1	1	-4	1	2	1.1	1.1
Cc1ccccc1CN1CCN(CC(=O)NCc2ccco2)C1=O	-7	3	1	18	1	-7	0.8	1	1	1
Cc1ccc(CN2C(=O)CCC2(C)C(=O)NCc2cccnc2)cc1 (stereo unspecified)	-7	17	1	11	1	-1	0.9	-3	0.9	0.9
O=C1Nc2ccc([N+](=O)[O-])cc2C1=Nc1cccc(CO)c1	-8	47	1.1	25	1.1	-7	0.7	-8	0.2	0.4
COc1ccc(/C(=N\O)c2nccc3cc(OC)c(OC)cc23)cc1OC	-1	2	1	2	1	-7	1	2	1	1
COc1ccc(CCn2c(C)c(C(C)=O)c(C(C)=O)c2C)cc1OC	0	5	1	6	1	-4	0.9	-4	0.9	1
COC(=O)CNC(=O)c1ccccc1F	-3	4	1.1	7	1.1	-4	0.9	-6	1	1

This part in full (from the top)
SMILES	HMGR II inh	G6PDH counter	TNAP act hi DEA	Diaph inh CS	FLuc stim CS	TNAP inh noacc	Diaphorase act	TNAP inh hi DEA	PMI act satM6P	PMI act
C=CCn1c(C)c(C(C)=O)c(N2CCCC2)nc1=S	-17	4	1	56*	1.1	-13	0.4	-4	0.8	0.9
O=C(Cc1ccccc1F)Nc1cccc2cccnc12	-6	11	1.1	18	1	-4	0.8	-5	1	1
Cc1ccccc1N1CCN(CCCOc2ccc3c(C)cc(=O)oc3c2)CC1	-9	2	1	13	1	2	0.9	0	0.9	0.9
O=C(c1ccccc1)c1ccc2nc(-c3ccco3)c(-c3ccco3)nc2c1	-1	21	0.9	74*	0.5	2	0.3	14	1.1	1.4
O=C1CCC(=O)N1c1ccc(CSc2nnnn2C2CCCCC2)cc1	-4	8	1	-1	1	-9	1	-2	1	1
O=C(Nc1ccc(NC(=O)c2cc([N+](=O)[O-])ccc2N2CCOCC2)cc1)c1cccs1	-4	-2	1	14	1	-14	0.9	-2	1.2	1.3
Cc1ccc(NC(=O)OCCN2CCN(Cc3ccccc3)CCC2=O)cc1	1	11	1	5	1	-8	0.9	-4	0.9	1
Cc1cc(/C=N/NC(=O)Cn2c3ccccc3c(=O)c3ccccc32)c(C)n1-c1ccc(Cl)cc1	7	-14	1	19	1	-12	0.8	-2	0.9	0.9
CC(C)(C)c1cc2cccnc2n1Cc1ccccc1	-7	7	1	1	1	-4	1	2	1.1	1.1
Cc1ccccc1CN1CCN(CC(=O)NCc2ccco2)C1=O	-7	3	1	18	1	-7	0.8	1	1	1
Cc1ccc(CN2C(=O)CCC2(C)C(=O)NCc2cccnc2)cc1 (stereo unspecified)	-7	17	1	11	1	-1	0.9	-3	0.9	0.9
O=C1Nc2ccc([N+](=O)[O-])cc2C1=Nc1cccc(CO)c1	-8	47	1.1	25	1.1	-7	0.7	-8	0.2	0.4
COc1ccc(/C(=N\O)c2nccc3cc(OC)c(OC)cc23)cc1OC	-1	2	1	2	1	-7	1	2	1	1
COc1ccc(CCn2c(C)c(C(C)=O)c(C(C)=O)c2C)cc1OC	0	5	1	6	1	-4	0.9	-4	0.9	1
COC(=O)CNC(=O)c1ccccc1F	-3	4	1.1	7	1.1	-4	0.9	-6	1	1
CCN(CC)S(=O)(=O)c1ccc2nc(NC(=O)c3ccco3)sc2c1	-3	8	1	7	0.9	-9	0.9	-2	0.9	0.9
CCOC(=O)c1c(NC(=O)CNC2CCCCC2)sc(C)c1C	-4	9	1.1	-5	1	-12	1.1	-5	1.1	1
CSc1ccc(/C=N/NC(=O)c2ccc(O)cc2)cc1	-8	-11	1	3	0.3	-32	1	-2	1	1
CCOC(=O)c1ccc(N2C(=O)CC(Nc3ccc(CCO)cc3)C2=O)cc1 (stereo unspecified)	-3	14	1	18	1	-4	0.8	-3	0.9	1
O=C(CSc1nnc(-c2ccccc2O)n1Cc1ccccc1)NNC(=O)c1ccccc1O	-5	9	1	16	1	-99	0.8	1	1.1	1
O=C(CC1N=C(Cc2ccccc2)NNC1=O)N/N=C/c1ccc([N+](=O)[O-])cc1 (stereo unspecified)	-6	4	1	6	1.1	-4	0.9	-3	1.1	1
Cc1ccc(NS(=O)(=O)c2ccc3[nH]c(=O)sc3c2)cc1	-5	2	1	10	1.1	-13	0.9	-4	1	1
CN(CCC#N)C(=O)COC(=O)c1nn(-c2ccccc2)c(=O)c2ccccc12	-6	3	1	6	1	-13	0.9	-1	1	1
CN(C)CCOc1ccc(Cl)cc1C(C)(C)C	0	1	1	15	1.1	-3	0.8	1	1	1.1
O=c1[nH]cnc2sc3c(c12)CCCC3	4	7	1	4	1	7	1	-1	0.9	0.9

The list goes on.
SMILES	HMGR II inh	G6PDH counter	TNAP act hi DEA	Diaph inh CS	FLuc stim CS	TNAP inh noacc	Diaphorase act	TNAP inh hi DEA	PMI act satM6P	PMI act
O=C(c1csc2ccccc12)N1CCN(c2ccc(Cl)c(Cl)c2)CC1	0	8	1	19	1.1	-8	0.8	-3	0.9	0.9
O=C(Nc1cccc2ccccc12)/C(Cl)=C/c1ccccc1	-3	-17	1	8	0.9	-4	0.9	1	0.9	0.9
Cc1ccc(OCC(=O)Nc2ccc3c(c2)CCC3)c([N+](=O)[O-])n1	4	-2	1	4	1	-3	1	-4	1	1
O=S(=O)(NCCc1cn2ccccc2n1)c1ccc2c(c1)OCCO2	1	-11	1	8	1.1	-11	0.9	-3	0.9	0.9
CCc1nnc(NC(=O)Cc2ccc(OC)c(OC)c2)s1	-2	8	1.1	-13	1.1	-4	1.1	-6	1	1
CC(NC(=O)Cc1cccs1)C(c1cccs1)N1CCOCC1 (stereo unspecified)	-10	2	1	3	1	-5	1	-2	1.1	1.2
Cc1ccc(-c2nn(-c3ccccc3)cc2/C=C/C(=O)O)o1	-4	7	1	-1	0.9	-2	1	-4	1.1	1.2
O=C(Cc1c(F)cccc1Cl)NCC1CCCO1 (stereo unspecified)	-3	-2	1	12	1.1	-7	0.9	-3	1	0.9
CC1(C)CC(=O)C=C(Nc2ccccc2NC(=O)c2cnccn2)C1	-9	-2	1.1	15	1	-22	0.8	-5	1	1
Cc1cccc(-c2cc(C(=O)Nc3ccc4c(c3)OCCO4)c3ccccc3n2)c1	-1	5	1	11	0.9	-4	0.9	-4	0.8	0.7
CCOC(=S)SCc1cn2cccc(C)c2n1	-11	0	1	10	1	-14	0.9	-1	0.9	0.9
CC(C)(C)c1[nH]ncc1[N+](=O)[O-]	4	11	1	6	1	-6	0.9	-2	1	1.1
O=C(NCCc1cn2ccccc2n1)c1cc(COc2c(F)cccc2F)on1	1	10	1	.	1.1	-5	.	-3	.	.
COc1ccc(N2C(=S)N=C(Nc3ccccc3)C23CCCCC3)cc1	-1	10	1	3	1	-10	1	-1	1	0.9
C/C(CCc1ccccc1)=N/NC(=O)C(=O)NC(C)c1ccccc1 (stereo unspecified)	4	7	1	16	1	-3	0.8	2	1	1
COc1ccc(NC(=O)c2cc3c(=O)n4ccccc4nc3n2C)c(OC)c1	-2	-2	1	9	1	-12	0.9	-4	0.9	1
CCO[C@H]1OC(C(=O)N2CCN(Cc3ccccc3)CC2)=C[C@@H](c2ccccc2)[C@@H]1CCCO	-2	5	1.1	17	1.1	-8	0.8	-8	0.9	1
CCO/C=C1/C(=O)N(Cc2ccccc2)C(=O)c2ccccc21	-2	10	1	21	1.1	-6	0.8	0	1.3	1.5
Cc1ccc(C)c(NC(=S)NNC(=O)c2csc(C(C)C)c2)c1	-3	1	1	2	1	-89	1	1	1.1	1.1
Cc1ccc(Cn2c(=N)c(C(=O)NCc3ccco3)cc3c(=O)n4ccccc4nc32)cc1	-6	-3	1	22	1.1	-2	0.8	1	0.9	1.2
COc1cnc(-c2ccccn2)nc1Sc1ccccc1	-6	14	1	2	1	-7	1	0	0.9	1.1
Oc1ccc(Cl)cc1N=Cc1sc2ccccc2c1Cl	-1	29	1	41	1	-6	0.6	0	0.4	0.8
